# Screens from PubChem.
# thrombin 1536: human alpha-thrombin inhibitors, primary screen, counter-screen for coagulation protease inhibitor project, biochemical, 1536-well, fluorogenic AMC substrate | Boc-VPR-AMC fluorogenic substrate cleavage | inhibition, % at 5 µM | 220,000 tested, 0.26% active | Prothrombin (Homo sapiens), P00734 | AID 1046, 2008;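 active means inhibition at or above 40%; inactive means inhibition below 40%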;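 further: 0% = enzyme with no compound and 100% = wells without enzyme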
#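 Test system: human alpha-thrombin; medium: pH 7.5 Tris-saline with Tween 20; times: reaction at room temperature; signal: AMC fluorescence at 355 nm excitation and 460 nm emission; also added: Boc-VPR-AMC substrate, 15 µM final; dosing: one concentration per compound, 5 µM, with 0.2% DMSO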
# Calpain2 inh: inhibitors of pig calpain II, primary screen, biochemical, fluorogenic peptide substrate, 1536-well. purified calpain II, 30 min. inhibition, % at 16 µM. 220,000 tested, 0.37% active. AID 1236, 2008;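 active means inhibition above about 50%, limit read from the data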
# TRPML3 ag: human TRPML3 channel agonists, primary screen, cell-based, HEK293 TRPML3-YFP, Fluo-8 calcium fluorescence, 3 µM. Mucolipin-3 (Homo sapiens), Q8TDD5. 100% = the carbachol control signal. activation, % at 3 µM. 220,000 tested, 0.29% active. AID 1448, 2008;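 active means activation above its plate's cutoff, the mean activation of the plate's test wells plus 3 SD, cut at about 12% in these data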;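 further: 0% = DMSO only wells and 100% = carbachol wells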
# Target sequence (Q8TDD5 whole entry, looked up): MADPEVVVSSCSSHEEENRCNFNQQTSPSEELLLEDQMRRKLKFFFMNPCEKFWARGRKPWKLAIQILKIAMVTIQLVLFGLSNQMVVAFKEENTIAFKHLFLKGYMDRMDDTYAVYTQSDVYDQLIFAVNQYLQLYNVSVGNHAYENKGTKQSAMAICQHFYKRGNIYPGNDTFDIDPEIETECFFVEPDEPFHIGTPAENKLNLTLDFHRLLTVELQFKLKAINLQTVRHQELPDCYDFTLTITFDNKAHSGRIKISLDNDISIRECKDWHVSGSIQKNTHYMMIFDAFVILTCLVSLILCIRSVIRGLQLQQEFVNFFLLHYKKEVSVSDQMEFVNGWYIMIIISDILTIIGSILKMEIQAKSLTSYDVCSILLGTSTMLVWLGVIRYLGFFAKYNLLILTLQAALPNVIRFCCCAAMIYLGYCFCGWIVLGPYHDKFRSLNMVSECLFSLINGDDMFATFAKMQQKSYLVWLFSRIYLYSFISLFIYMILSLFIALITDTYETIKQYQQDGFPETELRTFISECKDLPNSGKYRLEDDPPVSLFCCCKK
#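 Material: HEK293 cells stably carrying human TRPML3-YFP; compound dosing: single dose, 3 µM final nominal compound, 0.3% DMSO final; incubation: 1-h 37 °C dye load, 5-s basal, 120-s post-compound reads; technique: Fluo-8 intracellular calcium fluorescence, excitation 470-495 nm, emission 515-575 nm; read-out basis: percent activation from peak-to-basal fluorescence ratio, scaled between DMSO and carbachol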
# zfTRPN1 agonist: zebrafish TRPN1 channel agonists, primary screen, cell-based, HEK293, calcium fluorescence | transient receptor potential cation channel N1 (TRPN1/NompC), Danio rerio | HEK293 zebrafish TRPN1-YFP, Fluo-8 calcium fluorescence; 100% = response to 87 µM carbachol | activation, % at 3 µM | 220,000 tested, 0.18% active | AID 1424, 2008;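 active means activation above its plate's cutoff, the mean activation of test wells on that plate plus 3 SD, cut at about 19% in these data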;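 further: 0% = DMSO alone and 100% = 87 µM carbachol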
#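 Assay system: Zebrafish TRPN1-YFP in HEK293 cells | Incubation: Dye loading 1 h at 37 °C, then 30 min room temperature | Measured by: Kinetic Fluo-8 fluorescence, ex 470-495, em 515-575 nm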
# Furin inhibitor: human furin inhibitors, primary screen, biochemical, fluorescence intensity | AID 463115, 2010 | P09958 | purified furin, fluorogenic substrate cleavage | 220,000 tested, 0.061% active | inhibition, % at 30 µM; in the data active means inhibition above about 25%; further: inactives centre near -15
# PPC-1+TRAIL kill: compounds killing PPC-1 cancer cells with TRAIL present, primary screen, TRAIL potentiator project, ATPLite luminescence, uHTS. PPC-1 cells + TRAIL, ATPLite viability luminescence. cell killing (% activity), % at 4 µM. 220,000 tested, 0.41% active. AID 1443, 2008;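 active means cell killing above 50% in the first pass at 4 µM, then a duplicate retest at 5 µM averaging 50% or more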;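 further: plate controls were cells with TRAIL plus DMSO for no effect and medium-only wells lacking cells for full effect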
# EBV gp42 block: Epstein-Barr virus gp42 inhibitors, primary screen, biochemical, uHTS, fluorescence polarization; Fluorescence polarization binding assay, mP read-out; AID 1085, 2008; inhibition, % (tested at 21.74 µM); Glycoprotein 42 (Epstein-Barr virus (strain AG876)), Q1HVG2; 220,000 tested, 0.42% active; in the data active means inhibition above about 50%
# Target sequence (Q1HVG2 whole entry, looked up): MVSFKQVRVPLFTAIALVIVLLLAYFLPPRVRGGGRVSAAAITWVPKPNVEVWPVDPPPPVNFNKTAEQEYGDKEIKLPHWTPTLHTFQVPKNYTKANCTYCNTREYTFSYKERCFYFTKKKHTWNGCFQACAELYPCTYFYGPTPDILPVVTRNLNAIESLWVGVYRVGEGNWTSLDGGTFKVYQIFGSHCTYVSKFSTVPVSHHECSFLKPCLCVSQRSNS
# Tb hexokinase: Trypanosoma brucei hexokinase 1 inhibitors, primary screen, biochemical, G6PDH-coupled NADH absorbance, MLSCN library; hexokinase 1 [Trypanosoma brucei]; recombinant TbHK1, G6PDH-coupled NADH A340; inhibition, % at 10 µM; 220,000 tested, 0.11% active; AID 1430, 2008;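 active means inhibition of 50% or more in the single-dose primary screen; inactive means inhibition below 50%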
# KCC2 mod: KCC2 cotransporter modulators, thallium flux, primary screen, cell-based, HEK293 KCC2, FluoZin-2 fluorescence, MLSMR | B-score of Tl+ flux slope (higher = more flux/activation; lower = inhibition) at 10 µM | 190,000 tested, 2.2% active | KCC2 cells, thallium flux FluoZin-2 fluorescence | AID 1456, 2008 | Solute carrier family 12 member 5 (Homo sapiens), Q9H2X9;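 active means thallium flux slope and its plate-corrected score both differing from the plate sample mean at a set confidence after two filtering rounds, in either direction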;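 further: slope of fluorescence scaled to starting intensity during 10 to 20 s after thallium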
# The depositor's hits bear a star; i = inactive; . = no result given; [ ] = remark or other dose.
SMILES,thrombin 1536,Calpain2 inh,TRPML3 ag,zfTRPN1 agonist,Furin inhibitor,PPC-1+TRAIL kill,EBV gp42 block,Tb hexokinase,KCC2 mod
CCOC(=O)/C(C#N)=C1\CC2CCC1(C)C2(C)C (stereo not drawn),4.7,-11.1,1.1,1.3,-18.4,-9.4,-5.3,1.1,-1.32
CN(C)c1ccc(C(c2nnnn2C2CCCCC2)N2CCN(C(=O)c3ccco3)CC2)cc1 (stereo not drawn),.,.,0.3,-0.4,-22.4[20 µM],.,.,-0.7,1.24
c1ccc(CN2CCN(c3nc(-c4ccccc4)nc4ccccc34)CC2)cc1,2.0,-61.5,0.4,-0.4,-15.9[20 µM],10.2,-21.9,-4.2,0.348
CCC(C)OC(=O)c1cc(C)nc2c(Br)cc(Br)cc12 (stereo not drawn),0.1,-7.1,0.8,1.0,-10.6[20 µM],-7.8,-10.7,1.7,-0.00722
COc1ccc(NC(=O)c2cc3nc(-c4ccccc4)cc(C)n3n2)cc1OC,3.5,-59.0,0.7,1.0,-14.0,31.3,4.0,-16.7,.
N#Cc1ccc(OCC(=O)OCC(=O)Nc2cc(C(F)(F)F)ccc2N2CCOCC2)cc1,-4.3,-14.8,0.2,-0.6,-18.5,-9.3,-10.4,0.1,-0.792
CCn1cc(Cl)c(C(=O)Nc2cc(C(=O)OC)cc(C(=O)OC)c2)n1,3.5,-6.3,0.5,-0.4,-16.7,8.6,0.7,12.9,0.601
N#C/C(=C\c1ccc(Cl)cc1)c1nc2ncccc2[nH]1,37.2,-89.7,-0.1,-0.8,-2.6[20 µM],21.9,-14.0,-28.5,0.365
COc1ccc(Br)cc1CN1CCN(C(=O)c2ccc(F)cc2)CC1,-11.2,29.1,0.4,-0.5,-18.9,20.6,4.2,1.6,0.0074
O=C(CCC1CCCCC1)Nc1ccccc1O,-13.9,17.7,-0.3,-0.1,-14.6[20 µM],-1.7,3.5,8.2,-1.38
O=C1Nc2ncccc2OC1CCCl (stereo not drawn),4.3,4.6,0.7,-0.9,-12.1[20 µM],22.6,-16.6,-1.4,0.482
CC(=O)OC(c1nc2ccccc2c(=O)n1C1CC2(OC1=O)c1ccccc1N1C(=O)C(C)(C)N(O)C12)C(C)C (stereo not drawn),2.7,-35.3,.,.,-36.6,7.0,-16.6,-12.7,-0.151
CCc1nc(SCc2cccnc2)[nH]c(=O)c1C,4.4,2.7,0.1,-0.6,-12.7,-11.0,-10.5,23.3,-0.0698
COc1ccc(C=O)cc1COc1ccc([N+](=O)[O-])c(C)c1,-2.3,16.7,0.6,-1.4,-11.8,3.2,-11.3,-2.7,-1.2
CCOC(=O)c1sc2nc(C)[nH]c(=O)c2c1C,-2.8,-10.8,0.8,1.4,-27.6,0.5,-15.1,-9.4,0.718
Cc1ccccc1-c1ccccc1N,-5.1,-10.9,0.3,0.7,-21.5,4.4,-3.6,2.5,-0.296
CC(=O)N1c2ccccc2N(Cc2ccc([N+](=O)[O-])cc2)C(=O)C1(C)C,0.8,14.2,-0.2,-1.4,-14.6,20.5,-10.3,33.3,-0.344
O=c1c2cn[nH]c2[nH]c(=S)n1-c1ccccc1F,2.5,23.2,0.2,1.7,-34.3,.,-26.0,4.0,0.202
CN(C)c1cc[n+](CC(=O)c2ccc(-c3ccccc3)cc2)cc1,-0.6,-1.1,0.9,0.2,-24.3,14.0,4.0,-4.4,-1.92
CC1Cc2ccccc2N1Cc1nc2scc(-c3cccs3)c2c(=O)[nH]1 (stereo not drawn),-2.9,-56.1,0.6,0.5,-18.2,-11.4,7.2,-6.7,3.89*
CCC(c1nc2ccccc2c(=O)n1-c1nc2ccccc2s1)N1C(=O)c2ccccc2C1=O (stereo not drawn),-4.2,-27.2,0.1,-0.9,-23.6,-2.6,7.9,-0.8,0.376
Cc1ccc(/C=N/N=C2/NC(=O)C(CC(=O)Nc3ccc(Cl)cc3)S2)o1 (stereo not drawn),23.9,22.4,0.2,0.1,-9.5,-3.5,3.2,-26.7,-0.00242
O=C(Nc1cccc(N2CCCC2)c1)c1cccs1,-3.3,27.6,0.7,0.7,-30.2[20 µM],-34.9,-15.6,3.6,0.307
COc1ccccc1N(CC(=O)Nc1ccc(S(=O)(=O)N2CCCCC2)cc1)S(C)(=O)=O,-0.8,15.2,0.5,0.6,-13.5[20 µM],26.1,-0.4,1.0,-0.0643
Cc1nonc1C(=O)N/N=C/c1ccc(O)c(O)c1,-6.0,15.9,0.8,-0.3,-8.7,6.8,-24.6,-36.3,-0.798
O=C(N/N=C(/c1ccccc1)c1ccncc1)c1ccc2c(c1)OCO2,-0.4,7.4,0.2,1.1,-15.7,4.7,-10.8,-19.5,-0.486
COc1cc(C(=O)Nc2ccc3c(c2)C(=O)c2ccccc2C3=O)cc(OC)c1OC,-8.1,-1.4,0.5,0.1,-7.8,3.3,17.7,-8.6,0.128
CC(=O)N(CN1C(=O)c2ccc([N+](=O)[O-])cc2C1=O)c1cccc(C(=O)O)c1,-7.3,17.5,0.4,2.1,-1.6,15.1,-10.3,4.5,-0.65
O=C(CSc1nnc(CNc2ccc(F)cc2)n1Cc1ccco1)N1CCCC1,3.6,-1.0,0.6,-0.1,-22.4,6.0,-11.5,1.9,0.982
O=C(NC1CC1)C1=C[C@@H](c2ccc3c(c2)OCO3)C[C@@H](OCCCCO)O1,-4.5,-10.6,.,.,-26.7,8.7,-7.4,-14.1,0.311
CCC(C)(CC(=O)N(C)CCC#N)c1ccccc1 (stereo not drawn),-6.9,-16.8,-0.4,1.1,-15.5[20 µM],0.6,-5.9,4.3,-0.0659
O=C(COC(=O)CCSc1ccc(Cl)cc1)NCc1ccc(Cl)cc1,-7.5,31.2,-0.5,-0.9,-13.8,-12.6,9.5,1.7,2.04
CCCCCC(=O)Nc1ccc(-c2csc(N)n2)cc1,-3.6,-19.2,0.2,0.3,-24.7,0.4,4.0,-5.0,-0.0336
CCOc1ccc(NC(=O)C2CCCN(S(=O)(=O)c3c(C)nn(C)c3C)C2)cc1 (stereo not drawn),-5.7,-6.1,0.0,-0.1,-8.9,11.9,-10.7,-4.9,-0.0364
COc1cc(C(=O)Oc2ccccc2)ccc1OCc1c(C)noc1C,0.7,-8.1,0.8,0.2,-22.7,5.7,-15.2,3.7,0.68
CCCCOc1ccc2c(c1)C(=O)c1cc(O)ccc1-2,2.2,5.6,0.2,-1.2,-15.8,-3.6,0.7,9.9,0.0615
Cc1ccc(C(=O)NCc2occc2C(=O)O)o1,-4.2,-23.1,0.7,-0.4,3.6[20 µM],-7.4,-14.1,0.9,1.51
CC(C)Cc1nn2c(=O)cc(O)nc2s1,-13.9,-2.3,0.6,0.1,-4.4,9.7,-6.0,29.3,0.562
COc1ccccc1CCNCc1ccc(OC)c(OCc2ccccc2)c1,1.5,-3.0,1.4,2.8,-24.9[20 µM],8.3,-2.9,6.1,0.313
O=C1CNC(=S)N1Cc1ccccc1,-4.4,19.2,1.1,0.7,-15.2,13.8,3.0,-4.3,1.18
O=C(CSc1nnc(SCc2ccccc2)s1)N/N=C/C=C/c1ccco1,-6.4,-87.1,-0.4,0.8,-20.5,10.4,68.2*,8.0,-1.64
O=C(NCCO)Nc1ccc2nsnc2c1,-1.2,i,0.0,-0.8,-12.9,0.4,-23.9,-9.8,-0.0808
O=C(c1cc(-c2ccc(O)cc2)on1)N1CCCc2ccccc21,-4.2,35.1,0.0,-0.6,-7.1,21.2,-13.9,-12.8,-2.96*
O=C(Nc1ccccn1)c1cc(-c2cccc(Cl)c2)nc2ccccc12,0.0,15.6,0.8,1.6,-6.0,15.0,-19.6,4.1,-2.05
COc1ccc(CCNc2ccc(S(=O)(=O)N3CCCC3)cc2[N+](=O)[O-])cc1,1.3,39.4,-0.3,1.2,-7.6,30.7,-29.0,1.9,0.0718
CCCOc1ccccc1N/C(=N\S(=O)(=O)c1ccc(C)cc1)Nc1nc(C)cc(C)n1,.,.,-0.1,2.8,-20.5[20 µM],.,.,-4.7,-1
O=C(Nc1nc2ccc(S(=O)(=O)N3CCCC3)cc2s1)c1ccccn1,-3.1,-25.0,1.9,2.5,-8.7,6.8,-8.8,-3.8,1.39
O=C(COc1ccc2ccccc2c1)Nc1nc2ccccc2[nH]1,3.8,6.1,0.2,-0.9,-11.6[20 µM],-8.7,-14.5,-14.4,0.0523
O=c1[nH]c(/C=C/c2ccc(OC(F)F)cc2)nc2c1cnn2-c1ccccc1,-8.6,-31.7,0.0,-0.5,-9.3,10.8,-25.9,-11.6,-0.0059
NC(=O)CCCC1=NS(=O)(=O)c2ccccc2N1,-3.1,9.3,-0.4,0.1,-9.7,-16.5,-16.3,3.8,0.7
Cc1ccc(S(=O)(=O)N2CCN(C(=O)COC(=O)COc3ccccc3)CC2)cc1,-0.8,-36.1,0.6,-1.3,-21.1,10.8,-24.4,1.3,0.174
CC(C)CN(Cc1c(O)ccc2ccccc12)CC(C)C,21.5,1.9,0.5,0.3,-4.8,25.5,16.6,9.2,1.88
CCNc1nc(NCC)n2c(SCC(=O)Nc3ccc(C(F)(F)F)cc3[N+](=O)[O-])nnc2n1,0.5,-14.9,0.2,-0.5,-11.4,8.2,-5.7,-1.2,-0.0037

# Entries of single compounds, quoted from the list:
# CC(C)CN(Cc1c(O)ccc2ccccc12)CC(C)C across the screens: thrombin 1536 = 21.5; Calpain2 inh = 1.9; TRPML3 ag = 0.5; zfTRPN1 agonist = 0.3; Furin inhibitor = -4.8; PPC-1+TRAIL kill = 25.5; EBV gp42 block = 16.6; Tb hexokinase = 9.2; KCC2 mod = 1.88
# Cc1ccc(S(=O)(=O)N2CCN(C(=O)COC(=O)COc3ccccc3)CC2)cc1 across the screens: thrombin 1536 = -0.8; Calpain2 inh = -36.1; TRPML3 ag = 0.6; zfTRPN1 agonist = -1.3; Furin inhibitor = -21.1; PPC-1+TRAIL kill = 10.8; EBV gp42 block = -24.4; Tb hexokinase = 1.3; KCC2 mod = 0.174
# CCNc1nc(NCC)n2c(SCC(=O)Nc3ccc(C(F)(F)F)cc3[N+](=O)[O-])nnc2n1 across the screens: thrombin 1536 = 0.5; Calpain2 inh = -14.9; TRPML3 ag = 0.2; zfTRPN1 agonist = -0.5; Furin inhibitor = -11.4; PPC-1+TRAIL kill = 8.2; EBV gp42 block = -5.7; Tb hexokinase = -1.2; KCC2 mod = -0.0037
